Screens from PubChem.
SR-BI DiI-HDL act: activators of SR-BI mediated DiI-HDL uptake, primary screen, ldlA[mSR-BI] CHO cells, DiI fluorescence | 3 h; 100 = double the neutral-control signal | activation, % at 12.5 µM | hit rate 0.096% among 320,000;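 active = mean replicate activation of at least 60% and every replicate at or above 60%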;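 also: 0% = median plate neutral-control signal and 100% = twice that signal; values of inactives mirror those of a sister screen read the other way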
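Test system: SR-BI-overexpressing, LDLR-lacking CHO cells. Measured by: DiI fluorescence, bottom read. Medium: Ham's F12 with 0.5% BSA, HEPES 25 mM, pH 7.4. Timing: 3 h uptake period with compound, 37 °C.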
Tat export inh: E. coli Tat export inhibitors, primary screen, MC4100, TorA-mCherry reporter, fluorescence, single point; inhibition, % at 10 µM; hit rate 0.036% among 340,000; AID 488895, 2010;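 active = mean replicate inhibition at least 50% and at least half of replicates individually reaching 50%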;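 also: exported cargo escapes ClpAP degradation while cytoplasmic cargo is degraded and loses fluorescence; 0% = median of neutral control wells and 100% = median of NaSCN control wells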
E coli growth: E. coli V3065 growth inhibition, primary screen, counter-screen for AddAB inhibitor project, absorbance, OD600; 18 h; inhibition, % at 11.9 µM; hit rate 0.27% among 330,000; AID 449728, 2010;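 active = inhibition above the campaign's mean inhibition across all tested compounds plus 3 SD, cut at about 9.9% in these data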;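 also: uninfected addAB+ strain grown without phage in ampicillin broth; 0% = DMSO wells and 100% = ciprofloxacin 0.95 µg/ml wells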
CAL PDZ FP-1: untagged CAL PDZ binding inhibitors, primary screen, biochemical, fluorescence polarization, HTS. Golgi-associated PDZ and coiled-coil motif-containing protein (Homo sapiens), Q9HD26. AID 602252, 2012. inhibition, % at 24.9 µM. hit rate 0.92% among 300,000. purified CAL PDZ, TMR-peptide fluorescence polarization, 1 h;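 active = mean inhibition of at least 30% with at least half of replicates also reaching 30%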;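 also: 0% = DMSO neutral control and 100% = excess unlabeled competitor peptide PRC23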
AddAB inh: growth inhibition of E. coli expressing H. pylori AddAB, primary screen, AddAB inhibitor project, absorbance | inhibition, % at 11.9 µM | hit rate 0.29% among 330,000 | AID 435030, 2010; in the data active = inhibition above about 12%;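 also: 0% = vehicle wells of infected cells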
CAL PDZ FP-2: CAL PDZ peptide-binding inhibitors, primary screen, biochemical, fluorescence polarization, Cer-tagged CAL PDZ, HTS. AID 504414, 2011. inhibition, % at 20 µM. hit rate 0.02% among 330,000. Golgi-associated PDZ and coiled-coil motif-containing protein (Homo sapiens), Q9HD26. purified CAL PDZ, TMR-peptide fluorescence polarization, 1 h;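 active = highest replicate inhibition of at least 40%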;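 also: plate controls were DMSO neutral control wells for no effect and unlabeled competitor peptide control wells for full effect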
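material = purified tagged CAL PDZ domain construct (CerCALP) | compound dosing = 20 µM, one dose | times = 1 h at RT | measured by = fluorescence polarization from S- and P-plane intensities, G-factor corrected | read-out = inhibition from polarization loss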
SR-BI DiI inh: inhibitors of SR-BI mediated HDL lipid uptake, primary screen, ldlA[mSR-BI] cells, fluorescence, single point; AID 488896, 2010; hit rate 0.96% among 320,000; ldlA[mSR-BI] CHO cells, DiI-HDL uptake fluorescence, 3 h; inhibition, % at 12.5 µM;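 active = mean replicate inhibition of at least 70% and a set share of replicates each scoring 70 or more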;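 also: 0% = median of neutral control wells and 100% = median of positive control wells; values of inactives mirror those of a sister screen read the other way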
Target sequence (Q61009 whole entry, looked up): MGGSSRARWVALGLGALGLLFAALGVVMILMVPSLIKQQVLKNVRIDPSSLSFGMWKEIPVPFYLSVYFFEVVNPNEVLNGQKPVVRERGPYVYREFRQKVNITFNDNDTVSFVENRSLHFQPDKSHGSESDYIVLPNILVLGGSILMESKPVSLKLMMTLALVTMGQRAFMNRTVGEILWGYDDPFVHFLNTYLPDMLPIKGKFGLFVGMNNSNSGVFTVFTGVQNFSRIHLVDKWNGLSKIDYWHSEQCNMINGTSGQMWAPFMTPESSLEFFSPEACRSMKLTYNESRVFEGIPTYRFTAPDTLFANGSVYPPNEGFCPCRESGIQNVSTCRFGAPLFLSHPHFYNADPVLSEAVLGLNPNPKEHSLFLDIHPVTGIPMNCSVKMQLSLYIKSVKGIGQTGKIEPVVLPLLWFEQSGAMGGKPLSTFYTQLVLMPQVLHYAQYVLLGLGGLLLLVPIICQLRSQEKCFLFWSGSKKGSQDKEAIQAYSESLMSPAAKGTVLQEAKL
Wnt act: Wnt/beta-catenin pathway activators, primary screen, cell-based, plate reader, single point | Wnt/beta-catenin reporter cell assay, activator | hit rate 1.2% among 300,000 | activation, % at 9.35 µM; in the data active = activation above about 30%, passing the limit was not always enough;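 also: 0% = neutral control wells and 100% = positive control wells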
MITF act: activators of MITF-driven TRPM1 promoter reporter, primary screen, cell-based, SK-MEL-5, luciferase, single point; activation, % at 12.5 µM; AID 588334, 2011; SK-MEL-5 TRPM1-promoter luciferase, 24 h; % of positive control, neutral wells = 0; hit rate 0.75% among 300,000;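 active = mean activation of at least 80% with every replicate also reaching 80%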;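 also: 0% = neutral control wells and 100% = parthenolide positive control wells; values of inactives mirror those of a sister screen read the other way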
phage Ecoli inh: growth loss of phage-infected E. coli, primary screen, RecBCD inhibitor project, absorbance, with phage, HTS; inhibition, % at 11.9 µM; hit rate 0.26% among 360,000; in the data active = inhibition above about 11%
The depositor's hits bear a star; . = no result given.

| cpd | SMILES | SR-BI DiI-HDL act | Tat export inh | E coli growth | CAL PDZ FP-1 | AddAB inh | CAL PDZ FP-2 | SR-BI DiI inh | Wnt act | MITF act | phage Ecoli inh |
| --- | --- | --- | --- | --- | --- | --- | --- | --- | --- | --- | --- |
| 1 | CC1=CC2=NC(=O)/C(=C\c3cc(C)n(-c4ccccc4F)c3C)C(=N)N2O1 | -4 | 1 | 1.6 | 2 | 0.9 | -0.6 | 4 | 0 | 9 | 1.9 |
| 2 | O=C(CCC1CCCC1)Nc1cc(C(F)(F)F)ccc1N1CCOCC1 | 1 | 11 | 1.8 | -4 | 0.9 | -2.2 | -1 | 1 | 1 | -0.2 |
| 3 | COc1ccc(CNC(=O)C(c2ccc(C)o2)N(C(=O)c2csnn2)c2ccc(C(C)C)cc2)cc1 (stereo not drawn) | 6 | 4 | 0.5 | -1 | -0.2 | -0.6 | -6 | . | 0 | 1.5 |
| 4 | COc1ccc(NC(=S)N2CCCC(c3nc4ccc(C)cc4[nH]3)C2)cc1 (stereo not drawn) | -23 | -19 | 1.5 | 3 | 0.1 | -0.6 | 23 | -2 | -6 | 2.2 |
| 5 | COc1cc(NC(=O)COC(=O)CCCC2=NS(=O)(=O)c3ccccc3N2)cc(OC)c1 | 6 | 8 | -0.3 | -4 | 4.2 | -0.9 | -6 | -1 | -9 | 4.0 |
| 6 | COc1ccc2oc(C(=O)NCC3CCCO3)c(C)c2c1 (stereo not drawn) | . | -8 | 0.7 | -6 | 0.2 | -0.2 | -5 | -3 | 64 | 4.4 |
| 7 | O=C(Nc1cc(S(=O)(=O)N2CCCCCC2)ccc1OCC(F)(F)F)c1cnccn1 | 4 | 10 | -0.9 | 0 | -0.9 | -1.0 | -4 | 1 | 9 | 4.1 |
| 8 | COc1ccc(CNC2CCCc3ccccc32)cc1OC (stereo not drawn) | -3 | 9 | -0.5 | . | 4.8 | -0.5 | 3 | -1 | -1 | 2.3 |
| 9 | CCN(CC)c1nc2ccccc2n(Cc2cccc(OC)c2)c1=O | -15 | 6 | 2.5 | 0 | 3.9 | -1.9 | 15 | -4 | -7 | -0.9 |
| 10 | O=C1c2ccccc2C(=O)N1CCCCCc1nc(-c2ccccc2)no1 | 7 | 11 | -0.6 | -3 | -1.9 | 0.0 | -7 | . | -11 | 3.1 |
| 11 | CC(CC(=O)N(C)CC(=O)Nc1ccc(N2CCOCC2)cc1)c1ccccc1 (stereo not drawn) | 10 | -7 | 1.9 | -1 | 4.1 | -1.4 | -10 | 8 | 1 | 4.5 |
| 12 | CC(C)Cn1c(N)c(C(=O)COC(=O)CCNS(=O)(=O)c2ccccc2)c(=O)n(C)c1=O | -33 | -4 | 1.2 | -6 | 0.5 | -2.5 | 33 | -1 | -2 | 2.8 |
| 13 | O=C1C(NS(=O)(=O)c2ccccc2)=C(N2CCN(c3ccc(F)cc3)CC2)C(=O)c2ccccc21 | -87 | 2 | -1.5 | -4 | -0.4 | -2.7 | 87* | 1 | 3 | 3.1 |
| 14 | COc1ccccc1CNC(=O)C1CC(c2ccccc2[N+](=O)[O-])=NO1 (stereo not drawn) | 19 | -3 | 3.0 | 1 | 3.1 | 0.8 | -19 | -3 | -9 | 3.8 |
| 15 | COc1ccccc1CCC(=O)OCC(=O)N1c2ccccc2NC(=O)C1(C)C | -2 | 2 | 0.9 | . | -1.3 | 0.2 | 2 | -3 | -1 | -0.1 |
| 16 | Cc1cc(C)n(C(=O)c2ccc([N+](=O)[O-])cc2[N+](=O)[O-])n1 | 38 | 14 | 0.5 | 2 | 3.9 | -2.5 | -38 | 3 | -3 | 3.5 |
| 17 | COc1ccc(/C=C/C(=O)CC(O)(c2ccccc2)C(F)(F)F)cc1 (stereo not drawn) | 24 | 4 | 1.1 | -3 | 1.8 | -0.1 | -24 | . | . | 3.9 |
| 18 | CCC(C)(C)C1CCc2[nH]nc(C(=O)NCCCNC(=O)OC(C)(C)C)c2C1 (stereo not drawn) | -11 | 5 | -0.7 | -3 | 1.4 | -0.6 | 11 | -2 | 5 | 2.0 |
| 19 | O=C(CCC(=O)NCCCc1ccccc1)NCCCc1ccccc1 | 62* | 1 | 0.0 | -7 | 4.3 | -2.3 | -62 | -1 | -2 | 1.7 |
| 20 | Cc1cc(=O)oc2ccc(OCC(=O)N3CCC(C)CC3)cc12 | -37 | 4 | 0.9 | -5 | 1.9 | 0.0 | 37 | -1 | 6 | -0.1 |
| 21 | Cc1c(O)c(S(=O)(=O)c2ccccc2)c(=O)n(-c2ccccc2)c1-c1ccccc1 | -14 | -4 | -0.3 | 2 | 1.5 | -2.9 | 14 | . | 27 | 1.9 |
| 22 | O=C(COC(=O)C1CC2CCCC(C1)C2=O)c1cccc(Br)c1 (stereo not drawn) | 9 | -6 | 0.9 | . | 3.2 | 0.4 | -9 | -1 | -16 | 1.5 |
| 23 | CC(C)c1nc2cc(C(=O)NC(C)c3cnn(C)c3)ccc2o1 (stereo not drawn) | 25 | 0 | 1.6 | -2 | 2.9 | -2.0 | -25 | 2 | -7 | 3.4 |
| 24 | C=CCN1CN=C(NS(=O)(=O)c2ccc(NC(C)=O)cc2)NC1 | 30 | 0 | 0.4 | 1 | 1.1 | -2.5 | -30 | 8 | 7 | 5.4 |
| 25 | CCN(CC)C(=O)[C@H]1C[C@H](CC(=O)NCc2cccc(C(F)(F)F)c2)C(=O)N2CCc3c([nH]c4cc(CCC(=O)N(C)C)ccc34)[C@]12C | 29 | -2 | -0.9 | -1 | 0.4 | -0.1 | -29 | -2 | 0 | -0.9 |
| 26 | CC(C)Cn1c(-c2csc3c2CCCC3)n[nH]c1=S | 15 | 11 | 1.9 | . | 1.5 | -2.3 | -15 | 0 | 4 | . |
| 27 | CCCCc1cc(=O)oc2c(C)c(OCC(=O)N3C[C@H]4C[C@@H](C3)c3cccc(=O)n3C4)ccc12 | -7 | 4 | 1.7 | 7 | 3.4 | -1.4 | 7 | -1 | -4 | 0.2 |
| 28 | O=C(/C=C/c1cccc([N+](=O)[O-])c1)N1CCOCC1 | 13 | -3 | -1.7 | 1 | 0.5 | -1.2 | -13 | -1 | -9 | -0.7 |
| 29 | CNc1nc(-c2ccccc2)[n+](-c2ccc(C)cc2)s1 | -9 | 14 | -4.0 | . | 3.1 | -1.0 | 9 | . | 5 | 4.5 |
| 30 | Cc1cc2nc3n(c2cc1C)CC1CC(C(=O)NCc2ccco2)N(C)C31 (stereo not drawn) | -2 | -6 | -2.4 | -2 | 4.8 | -0.6 | 2 | -6 | -5 | 0.3 |
| 31 | CCCCCCNC(=O)CCNS(=O)(=O)c1ccc(C)cc1 | 14 | 6 | 2.0 | . | 5.0 | 1.0 | -14 | 0 | -7 | 2.9 |
| 32 | COC(=O)c1ccc(N2CCN(C)CC2)c(NC(=O)c2ccc(Br)o2)c1 | -30 | -4 | 1.0 | -6 | 3.2 | -3.1 | 30 | 1 | -16 | 5.0 |
| 33 | Cc1cc(C)n(-c2ccc(NC(=O)C3CCCCN3C(=O)c3cccs3)cc2)n1 (stereo not drawn) | -24 | -2 | 1.1 | -1 | 2.8 | 0.5 | 24 | 1 | 6 | 1.8 |
| 34 | O=[N+]([O-])c1cccc(/C=N/n2c(-c3cccnc3)n[nH]c2=S)c1 | 22 | -7 | 0.3 | 3 | 0.6 | -0.9 | -22 | 3 | -4 | 4.0 |
| 35 | CCC(C)[C@H](NC(=O)C1CC(=O)N(c2ccc(OC)cc2)C1)C(=O)N1CCCCC1 (stereo partly drawn) | 0 | -6 | 1.2 | 4 | 3.0 | -1.8 | 0 | -3 | 10 | -0.5 |
| 36 | CCc1nc(N2CCN(CC(=O)NCC3CCCO3)CC2)c(C#N)c2c1COC(C)(C)C2 (stereo not drawn) | -20 | 3 | -1.4 | 0 | 2.7 | -2.0 | 20 | -2 | 14 | -0.4 |
| 37 | COc1ccc(NS(=O)(=O)c2ccc(OC)c(NC(=O)CCC3CCCC3)c2)cc1 | -37 | 19 | 1.1 | -1 | -1.9 | -2.4 | 37 | . | -10 | 2.4 |
| 38 | COc1ccc(-c2nn(-c3ccccc3)cc2C(=O)N(C)CC(=O)Nc2cccc(F)c2)cc1 | -15 | -2 | 2.8 | -5 | 2.2 | -1.2 | 15 | -3 | -6 | 0.9 |
| 39 | Cn1nc(C(C)(C)C)c([N+](=O)[O-])c1C(=O)NC1CCCCC1 | 9 | 0 | 1.3 | 0 | 4.0 | -2.0 | -9 | -3 | 1 | -0.9 |
| 40 | COc1cc(NS(=O)(=O)c2ccc(NC(=O)Cc3ccccc3)cc2)nc(OC)n1 | 26 | 3 | 1.9 | -8 | 3.6 | -3.4 | -26 | -4 | -11 | 0.7 |
| 41 | CCOC(=O)CNC(=O)C(CC(C)C)NC(=O)C1CCCCC1 (stereo not drawn) | 8 | 4 | -2.0 | 5 | -0.3 | -0.6 | -8 | 1 | -9 | 2.7 |
| 42 | CCOC(=O)C1(C(C)(C)CC)CC(CSc2nc3ccccc3[nH]2)OC1=O (stereo not drawn) | -1 | 2 | -0.5 | 0 | -2.6 | -2.6 | 1 | -6 | 5 | 2.3 |
| 43 | O=C(COc1ccccc1/C=C\c1nc(O)c([N+](=O)[O-])c(=O)[nH]1)Nc1ccccc1 | 26 | 7 | . | -10 | . | -3.7 | -26 | 3 | 9 | 1.2 |
| 44 | CCOc1ccc(N2CC(C(=O)Nc3cc(S(=O)(=O)N4CCCCC4)ccc3C)CC2=O)cc1 (stereo not drawn) | -15 | 13 | -0.8 | . | -0.8 | -0.8 | 15 | 0 | -6 | 1.2 |
| 45 | Cc1cccc(NC(=O)c2ccc(S(=O)(=O)N3CCOCC3)cc2)c1C | . | -5 | 1.5 | 0 | 2.4 | -1.0 | . | -2 | 3 | 1.6 |
| 46 | O=C(CCl)Nc1cn(-c2ccccc2)nc1-c1ccccc1 | -3 | 7 | -0.7 | 0 | -2.5 | -10 | 3 | 11 | -73 | -3.0 |
| 47 | CCNc1nc(NCC)nc(SCCOC(=O)c2ccccc2)n1 | 3 | 1 | 0.7 | -5 | -0.2 | . | -3 | . | -8 | 0.9 |

Given with two lines to a compound: 4 of the compounds above
Results follow in this order: SR-BI DiI-HDL act	Tat export inh	E coli growth	CAL PDZ FP-1	AddAB inh	CAL PDZ FP-2	SR-BI DiI inh	Wnt act	MITF act	phage Ecoli inh
14: COc1ccccc1CNC(=O)C1CC(c2ccccc2[N+](=O)[O-])=NO1 (stereo not drawn)
→ 19	-3	3.0	1	3.1	0.8	-19	-3	-9	3.8
34: O=[N+]([O-])c1cccc(/C=N/n2c(-c3cccnc3)n[nH]c2=S)c1
→ 22	-7	0.3	3	0.6	-0.9	-22	3	-4	4.0
44: CCOc1ccc(N2CC(C(=O)Nc3cc(S(=O)(=O)N4CCCCC4)ccc3C)CC2=O)cc1 (stereo not drawn)
→ -15	13	-0.8	.	-0.8	-0.8	15	0	-6	1.2
39: Cn1nc(C(C)(C)C)c([N+](=O)[O-])c1C(=O)NC1CCCCC1
→ 9	0	1.3	0	4.0	-2.0	-9	-3	1	-0.9
